MDM2 E3 inh: Mdm2 E3 ligase (human) inhibition. Q00987. cell-based MDM2 ubiquitination luciferase reporter, 2 h; 0 = plate control, 100 = twice control, blank-subtracted. signal enhancement, % at 5 µM. 210,000 tested, 0.11% active;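 active = signal enhancement of 30% or more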;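 also: luminescence tracks abundance of the self-degrading MDM2-luciferase fusion protein; higher signal means inhibition of MDM2 E3 ligase activity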
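Assay system: stable mammalian line carrying autodegrading MDM2–luciferase fusion reporter; amount: 2000 cells seeded into each well; buffer or medium: DMEM; benchmarks: plate control and blank wells; signal: luciferase luminescence; timing: 2 h compound exposure at 37 °C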
PPC-1+TRAIL kill: compounds killing PPC-1 cancer cells with TRAIL present (potentiator screen, no TRAIL-free arm) | 220,000 tested, 0.41% active | PPC-1 cells + TRAIL, ATPLite viability luminescence | cell killing (% activity), % at 4 µM;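 active = cell killing above 50% in the first pass at 4 µM, then a duplicate retest at 5 µM averaging 50% or more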;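 also: plate controls were cells with TRAIL plus DMSO for no effect and medium-only wells lacking cells for full effect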
Runt-SMMHC FRET: inhibitors of human RUNX1 Runt domain binding to CBFb-SMMHC; Cerulean-Runt/Venus-CBFb-SMMHC FRET ratio 530/480, 1 h; inhibition, % at 20 µM; 220,000 tested, 0.74% active; Q01196+Q13951;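 active = mean inhibition across duplicate retests at 20 µM reaching about 50%, limit read from the data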;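 also: 0% = DMSO wells and 100% = wells with excess untagged CBFb-SMMHC; inhibitors lower the FRET ratio by blocking Runt binding to CBFb-SMMHC; some results filed as inactive read as strong as hits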
CHOP inhibitor: blocks CHOP induction under ER stress; CHO-K1 CHOP-promoter luciferase, tunicamycin-induced, 15-18 h; inhibition, % at 10 µM; 220,000 tested, 3.8% active;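 active = compounds that reduced the stress-induced luciferase reporter signal by more than about 70% of percent inhibition, limit read from the data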;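 also: 0% = tunicamycin plus vehicle and 100% = wells without tunicamycin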
EBV gp42 block: EBV gp42 inhibition; Q1HVG2; Fluorescence polarization binding assay, mP read-out; inhibition, % (tested at 21.74 µM); 220,000 tested, 0.42% active; AID 1085; in the data active = inhibition above about 50%
Target sequence (Q1HVG2 whole entry, looked up): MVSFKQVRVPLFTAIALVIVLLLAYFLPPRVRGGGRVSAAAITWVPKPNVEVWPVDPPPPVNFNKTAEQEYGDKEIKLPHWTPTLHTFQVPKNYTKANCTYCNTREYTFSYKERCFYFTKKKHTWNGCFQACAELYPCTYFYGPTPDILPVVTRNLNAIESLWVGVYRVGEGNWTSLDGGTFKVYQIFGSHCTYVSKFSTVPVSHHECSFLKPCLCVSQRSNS
TRPN1 ag: agonists of zebrafish TRPN1 channel; HEK293 zebrafish TRPN1-YFP, Fluo-8 calcium fluorescence; 100% = response to 87 µM carbachol; activation, % at 3 µM; 220,000 tested, 0.18% active;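 active = activation above its plate's cutoff, the mean activation of test wells on that plate plus 3 SD, cut at about 19% in these data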;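 also: 0% = DMSO alone and 100% = 87 µM carbachol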
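System: zebrafish TRPN1-YFP in HEK293 cells / Dosing: 3 µM single point / Timing: dye loading 1 h at 37 °C, then 30 min room temperature / Signal: Fluo-8 calcium fluorescence, excitation 470-495 nm, emission 515-575 nm / Read-out basis: percent activation from peak over basal fluorescence ratio, control-normalized / Control set: high carbachol 87 µM, low DMSO alone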
TNF necrop inh: inhibitors of TNF-alpha induced necroptosis in Jurkat FADD-/- cells. Jurkat FADD-/- TNF necroptosis rescue, ATP luminescence, 24 h; 0 = TNF only, 100 = no-TNF cells. AID 463075. 220,000 tested, 0.068% active. activation (protection from cell death), % at 10 µM;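 active = activation, meaning protection from cell death, of at least 50% relative to plate controls; inactive = activation below 50%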;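 also: necroptosis triggered by 40 ng/mL TNF-alpha added together with compound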
TRPML3 agonist: activates the human TRPML3 channel. Q8TDD5. HEK293 TRPML3-YFP, Fluo-8 calcium fluorescence; 100% = the carbachol control signal. activation, % at 3 µM. 220,000 tested, 0.29% active;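 active = activation above its plate's cutoff, the mean activation of the plate's test wells plus 3 SD, cut at about 12% in these data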;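 also: 0% = DMSO only wells and 100% = carbachol wells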
Target sequence (Q8TDD5 whole entry, looked up): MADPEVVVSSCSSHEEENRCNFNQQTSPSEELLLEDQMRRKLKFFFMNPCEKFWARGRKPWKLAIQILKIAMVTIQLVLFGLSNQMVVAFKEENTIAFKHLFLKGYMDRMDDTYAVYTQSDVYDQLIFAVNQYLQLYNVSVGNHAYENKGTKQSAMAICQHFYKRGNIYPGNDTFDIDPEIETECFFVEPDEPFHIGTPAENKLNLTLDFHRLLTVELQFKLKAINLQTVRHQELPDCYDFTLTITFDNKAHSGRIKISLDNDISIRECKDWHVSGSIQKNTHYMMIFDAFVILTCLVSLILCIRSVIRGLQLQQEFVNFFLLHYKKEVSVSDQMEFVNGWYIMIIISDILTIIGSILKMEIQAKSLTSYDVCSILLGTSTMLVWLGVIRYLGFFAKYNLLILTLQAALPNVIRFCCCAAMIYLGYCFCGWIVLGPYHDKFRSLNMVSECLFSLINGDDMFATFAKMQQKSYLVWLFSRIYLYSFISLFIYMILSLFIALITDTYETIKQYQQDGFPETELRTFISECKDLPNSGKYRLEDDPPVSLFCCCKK
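Test system: HEK293 cells stably carrying human TRPML3-YFP; Doses: single dose, 3 µM final nominal compound, 0.3% DMSO final; Schedule: dye loading 1 h 37 °C then 30 min ambient, 125 s read; Technique: Fluo-8 calcium fluorescence; Benchmarks: high control carbachol 87 µM, low control DMSO.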
NCF1 inh: inhibitors of human p47phox binding. P14598. p47phox/p22phox peptide binding, fluorescence polarization, 2 h. 220,000 tested, 0.53% active. inhibition, % at 24.7 µM;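 active = inhibition above about 30%, limit read from the data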;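 also: 0% = p47phox with labelled peptide and 100% = labelled peptide alone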
Numbers without * were called inactive; nt = not tested or not shown. No enrichment for hits, and some 5.9% of all compounds hit somewhere here.

1) O=C(CSc1nnc2ccccn12)Nc1ccc2c(c1)OCO2
2) Cc1ccc(-c2c(C(=O)O)c(C(=O)O)c3n2CCC3)cc1
3) Cc1ccc(Nc2nc(N)nc(CN3CCN(C)CC3)n2)cc1
4) N#CCc1nc(CSc2nc3ccccc3o2)cs1
5) Nc1nc(-c2ccc(Br)s2)c(Br)s1
6) COc1ccc(NC(=O)Nc2cc(C)ccc2OC(F)F)c(OC)c1
entry no.,1,2,3,4,5,6
TRPML3 agonist,0.5,0.4,0.4,0.0,-0.1,-0.1
TNF necrop inh,0.9,-0.3,-1.2,-1.2,-1.5,-0.1
CHOP inhibitor,-9,45,-9,-11,98*,6
NCF1 inh,6,-6,-23,-19,-2,-17
MDM2 E3 inh,7,7,10,-18,-3,-9
EBV gp42 block,-1,-20,-14,-1,3,-9
PPC-1+TRAIL kill,29,-6,16,42,7,-7
TRPN1 ag,0.6,-0.8,-0.5,1.2,-1.4,-3.1
Runt-SMMHC FRET,2,-2,-5,0,37,-1

Sorted by value in Runt-SMMHC FRET (falling): 3 of the compounds above
no. | molecule | TRPML3 agonist | CHOP inhibitor | NCF1 inh | EBV gp42 block | Runt-SMMHC FRET
1 | O=C(CSc1nnc2ccccn12)Nc1ccc2c(c1)OCO2 | 0.5 | -9 | 6 | -1 | 2
4 | N#CCc1nc(CSc2nc3ccccc3o2)cs1 | 0.0 | -11 | -19 | -1 | 0
3 | Cc1ccc(Nc2nc(N)nc(CN3CCN(C)CC3)n2)cc1 | 0.4 | -9 | -23 | -14 | -5

Remaining list, next part:
7) COC(=O)C(NC(=O)C(NC(=O)c1ccccc1)C(C)C)C(C)C (centres undefined)
8) Cc1nc2sccn2c1-c1nc(-c2cc3ccccc3o2)cs1
9) CC(C)(CO)CNC(=O)c1ccc(OC2CCN(C(=O)C3CC3)CC2)cc1
10) O=c1[nH]c(=O)c2cc([N+](=O)[O-])cc([N+](=O)[O-])c2[nH]1
11) O=C(CSc1nnnn1-c1ccccc1)NCc1ccco1
12) Cc1oc(-c2ccccc2F)nc1CS(=O)(=O)CC(=O)NC1CCCC1
entry no.,7,8,9,10,11,12
TRPML3 agonist,-0.4,0.4,1.1,0.2,-0.2,0.6
TNF necrop inh,-1.4,-4.4,0.9,1.8,-1.6,0.4
CHOP inhibitor,3,26,14,17,19,10
NCF1 inh,9,-16,-3,-3,-6,-5
MDM2 E3 inh,1,-11,-4,-23,6,-13
EBV gp42 block,-2,-9,-4,-10,-18,-5
PPC-1+TRAIL kill,7,7,11,8,15,13
TRPN1 ag,-1.8,-0.1,0.8,2.0,1.4,0.3
Runt-SMMHC FRET,4,-6,-4,-6,2,0

Shown as a hit in CHOP inhibitor, among the entries above:
item | SMILES | TRPML3 agonist | CHOP inhibitor | NCF1 inh | EBV gp42 block | Runt-SMMHC FRET
5 | Nc1nc(-c2ccc(Br)s2)c(Br)s1 | -0.1 | 98* | -2 | 3 | 37

Going on with the list:
13) Brc1ccc2ncnc(NCc3ccccc3)c2c1
14) COc1ccc(CCNc2nncc(=O)[nH]2)cc1OC
15) COc1ccc(NC(=O)COC(=O)Cc2ccccc2[N+](=O)[O-])cc1OC
16) CCCC(=O)NC(C)c1nc2ccccc2[nH]1 (centres undefined)
17) CCC(CC)NC(=O)COC(=O)CCC(=O)c1ccc(Cl)cc1
18) CCOc1cc(NC(=S)Nc2cccc(OC)c2)c(OCC)cc1NC(=O)C1CC1
entry no.,13,14,15,16,17,18
TRPML3 agonist,1.6,0.5,3.4,1.0,0.1,0.3
TNF necrop inh,-4.3,0.3,0.4,0.4,0.4,-4.3
CHOP inhibitor,87*,-9,6,50,19,-12
NCF1 inh,-5,-19,2,-12,-4,-9
MDM2 E3 inh,-37,2,-7,4,-19,-20
EBV gp42 block,4,-18,-6,-18,4,-10
PPC-1+TRAIL kill,30,8,-10,16,-6,14
TRPN1 ag,2.4,-0.9,5.4,0.2,-0.5,0.1
Runt-SMMHC FRET,3,-3,-1,0,-2,10

19) CCOC(=O)C(C)(C)n1nnc(-c2ccc([N+](=O)[O-])cc2)n1
20) O=C(CN1CCN(Cc2ccccc2)CC1)N/N=C/c1cccs1
21) Cc1cccc(N(C(=O)c2snc(C(N)=O)c2N)C(C)C(=O)NCC2CCCO2)c1 (centres undefined)
22) O=C(CSCc1nc2ccccc2[nH]1)Nc1ccc2ccccc2c1
23) COc1cc(-c2nnc(Cn3cc(C(F)(F)F)ccc3=O)o2)cc(OC)c1OC
24) CC(=O)c1c(C)[nH]c(C(=O)OCc2ccc(F)cc2Cl)c1C
entry no.,19,20,21,22,23,24
TRPML3 agonist,1.1,-0.4,-0.2,-0.6,0.5,-0.6
TNF necrop inh,1.1,1.7,1.7,-2.8,-1.7,-4.4
CHOP inhibitor,31,-4,2,13,-10,35
NCF1 inh,-16,-4,0,-10,-16,-1
MDM2 E3 inh,-8,-14,-9,-3,-1,-4
EBV gp42 block,0,-16,4,-14,-15,-10
PPC-1+TRAIL kill,9,14,4,23,-12,26
TRPN1 ag,1.0,1.2,0.5,-1.5,-0.8,0.5
Runt-SMMHC FRET,-7,2,8,-7,5,-3

25) Cc1ccc(C)c(NC(=S)NCCc2c[nH]c3ccccc23)c1
26) Cn1nc(CC(=O)NCc2ccc(C(F)(F)F)cc2)c2ccccc2c1=O
27) COc1ccccc1N1CCN(C(=O)CN(C)S(=O)(=O)c2cc(C)ccc2OC)CC1
28) CC(NC(=O)C1CCC1)c1ccc2c(c1)OCO2 (centres undefined)
29) Cc1nc2cc(NC(=O)N3CCN(c4ccccn4)CC3)ccc2o1
30) O=C(OCC(=O)N1CCN(C(=O)c2ccco2)CC1)c1ccccc1Cc1ccccc1
entry no.,25,26,27,28,29,30
TRPML3 agonist,-0.5,3.0,1.0,0.9,1.5,0.4
TNF necrop inh,-24,-8.2,0.0,17,-0.8,-4.8
CHOP inhibitor,-4,51,1,23,-19,21
NCF1 inh,-9,-4,0,-9,3,-1
MDM2 E3 inh,-5,-24,-14,-12,-9,-13
EBV gp42 block,-2,-8,-8,-4,-1,-17
PPC-1+TRAIL kill,8,-3,5,19,14,-2
TRPN1 ag,-0.6,6.7,2.8,0.0,0.1,1.1
Runt-SMMHC FRET,0,1,0,3,-2,-2

31) Cn1c(=O)cc(SCC(=O)NCc2ccco2)c2ccccc21
32) CC(=O)Nc1ccccc1Sc1ccc2c3c(cccc13)C(=O)N(c1ccc(C)cc1)C2=O
33) O=[N+]([O-])c1ccccc1N/N=C/c1cc2ccccc2nc1Cl
34) N#CC1=C(N)OC2=C(CCc3ccccc32)C1c1ccccc1Cl (centres undefined)
35) C/C=C/C(=O)OCC(=O)Nc1cc([N+](=O)[O-])ccc1Cl
36) O=C(COC(=O)c1ccc[nH]c1=O)c1ccc(Cl)s1
entry no.,31,32,33,34,35,36
TRPML3 agonist,-0.8,0.8,0.6,0.1,0.2,-0.4
TNF necrop inh,-1.6,1.3,-0.8,-7.6,4.1,2.2
CHOP inhibitor,29,-20,-45,87*,-10,-16
NCF1 inh,4,22,-3,-40,0,-6
MDM2 E3 inh,-8,-10,-12,nt,4,8
EBV gp42 block,-1,-30,-1,-26,-8,-9
PPC-1+TRAIL kill,-6,-1,25,20,8,7
TRPN1 ag,0.3,-0.2,0.6,0.7,-0.6,0.2
Runt-SMMHC FRET,-1,-185,-4,30,2,-2

37) O=C(c1ccccc1)c1ccc(N2CCOCC2)c(NC(=O)c2ccco2)c1
38) O=C(Nc1cc(SCCO)cc([N+](=O)[O-])c1)c1ccc(Br)o1
39) CCN1C(=O)/C(=C/N(C)c2ccccc2)OC1=S
40) CS(=O)(=O)N1CCN(c2ccccc2NC(=O)c2ccco2)CC1
41) COc1ccc(NC(=O)c2onc(C)c2Cl)cc1OC
42) COC(=O)Nc1nnc(-c2ccncc2)s1
entry no.,37,38,39,40,41,42
TRPML3 agonist,-0.3,0.5,0.5,0.0,-0.2,0.8
TNF necrop inh,-4.4,0.6,7.3,-0.5,0.9,-1.8
CHOP inhibitor,-2,-8,9,12,-42,-5
NCF1 inh,-3,2,-18,-2,-9,-11
MDM2 E3 inh,1,-1,-14,-31,-12,-5
EBV gp42 block,-6,-1,-11,-10,8,-12
PPC-1+TRAIL kill,7,1,10,25,9,25
TRPN1 ag,0.0,3.9,0.3,-1.9,-0.1,-0.6
Runt-SMMHC FRET,-2,-1,-5,-6,-8,-6

43) Cc1cc(C(=O)CSc2nnc(-c3ccc4c(c3)OCO4)o2)c(C)n1-c1ccc(F)cc1
44) Cc1cc(NC(=O)c2ccc([N+](=O)[O-])cc2Cl)ccc1NC(=O)c1ccco1
45) COc1ccc(S(=O)(=O)/N=C2/NC(=O)/C(=C\c3ccco3)S2)cc1
46) Cc1nn(C(=O)c2cc3sccc3[nH]2)c(C)c1C
47) CC1=NN(C(N)=S)C(=O)C1N=Nc1ccccc1C (centres undefined)
48) O=C(Nc1cccc(-c2cn3ccccc3n2)c1)c1cccc(Cl)c1
entry no.,43,44,45,46,47,48
TRPML3 agonist,0.6,0.1,0.1,-0.5,-1.0,0.8
TNF necrop inh,-0.1,2.4,1.0,-0.5,-2.7,-5.3
CHOP inhibitor,-10,-12,18,50,-30,3
NCF1 inh,-3,0,-37,-12,-3,18
MDM2 E3 inh,-9,-3,-8,2,-4,4
EBV gp42 block,0,4,11,-3,-1,-29
PPC-1+TRAIL kill,11,6,3,11,15,21
TRPN1 ag,-0.1,0.1,0.4,0.4,-0.9,8.9
Runt-SMMHC FRET,-6,3,-35,0,-11,-6

49) CNC(=S)N1N=C(c2ccccc2)CC1c1ccc(Br)cc1 (centres undefined)
50) COCc1cc(C)n(CC(=O)NCc2ccccc2)c(=O)c1C#N
51) CNC(=O)Nc1cccc(-c2cc(-c3c(Cl)cccc3Cl)no2)c1
52) Cn1c(=N)n(CC(=O)c2ccc(Br)s2)c2ccccc21
entry no.,49,50,51,52
TRPML3 agonist,0.8,0.7,3.5,0.6
TNF necrop inh,0.7,0.7,-3.9,-3.9
CHOP inhibitor,46,23,14,-16
NCF1 inh,-25,6,-48,-6
MDM2 E3 inh,9,-18,-5,6
EBV gp42 block,-14,-6,0,-22
PPC-1+TRAIL kill,-9,18,15,7
TRPN1 ag,-0.4,1.7,3.5,-1.0
Runt-SMMHC FRET,4,2,2,0

Screening data: PubChem, several laboratories
